Screens deposited in PubChem by several laboratories.
GlmU inhibition = inhibition of mycobacterial GlmU enzyme – biochemical, glucosamine-1-phosphate acetyltransferase (AID 1376); 220,000 tested, 0.25% active; inhibition, %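 (tested at 30 µM in the primary screen)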, or IC50 in µM where a hit was titrated; M. tuberculosis GlmU acetyltransferase enzyme assay; higher % means a stronger effect; in the data active means inhibition above about 13%;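 further: 0% = complete reaction with vehicle and 100% = reaction without substrate; strong numbers were not always called active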
Mtb RmlCD inh = M. tuberculosis RmlC/RmlD inhibition; RmlC+RmlD coupled enzyme assay, percent inhibition; primary screen in compound mixtures; inhibition, % at 3.6 µM; 160,000 tested, 0.03% active; AID 1533; in the data active means inhibition mostly above about 34%, no sharp cut-off; further: some results filed as inactive read as strong as hits
Target sequence (P9WH09 whole entry, looked up): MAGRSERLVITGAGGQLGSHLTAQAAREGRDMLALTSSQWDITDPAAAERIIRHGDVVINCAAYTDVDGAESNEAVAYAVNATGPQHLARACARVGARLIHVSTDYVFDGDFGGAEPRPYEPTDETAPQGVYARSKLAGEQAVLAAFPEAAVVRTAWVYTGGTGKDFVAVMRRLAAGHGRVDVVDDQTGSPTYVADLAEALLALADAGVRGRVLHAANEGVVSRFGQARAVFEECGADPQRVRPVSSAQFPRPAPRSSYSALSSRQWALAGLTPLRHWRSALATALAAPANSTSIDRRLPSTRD
Target sequence (P9WH11 whole entry, looked up): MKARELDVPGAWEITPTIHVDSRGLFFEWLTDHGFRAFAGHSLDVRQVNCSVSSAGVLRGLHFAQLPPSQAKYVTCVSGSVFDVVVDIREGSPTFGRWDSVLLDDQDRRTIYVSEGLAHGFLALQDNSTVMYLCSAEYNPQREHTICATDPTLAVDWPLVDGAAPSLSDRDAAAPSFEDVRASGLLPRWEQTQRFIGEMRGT
Starred values were filed as active, the others as inactive; nt = no result given.

Every second line gives: GlmU inhibition | Mtb RmlCD inh
- CCOC(=O)CSc1nnc(-c2ccccc2NC(=O)c2ccccc2)o1
 : -4.4% | -7
- CC(C)N1CCc2c(sc(NC(=O)c3ccc(S(=O)(=O)N4CCc5ccccc54)cc3)c2C(N)=O)C1
 : -13% | nt
- Nc1nc2ccccc2n1/N=C/c1ccc([N+](=O)[O-])s1
 : -2.0% | -10
- O=C(CC1CCCCC1)N1CCN(c2ccccn2)CC1
 : -1.1% | nt
- CCOC(=O)c1cc(CC)sc1/N=C/C1=C(O)CCCC1=O
 : 4.6% | -8
- O=C(c1cccc(C(F)(F)F)c1)C1CCCN(C(=O)CCCN2CCCC2=O)C1 (stereo not given)
 : 0.2% | -12
- O=C(Cn1cnc2ccccc21)OCC(=O)N1CCc2ccccc2C1
 : 7.4% | nt
- O=S(=O)(c1ccccc1)c1nc(-c2ccccc2F)oc1NCc1cccnc1
 : 1.1% | -12
- CCCN(CCC)C(=O)Nc1ccc(F)cc1F
 : -4.4% | -2
- Cc1cc(/C=N/NC(=O)COc2cccc3cccnc23)c(C)n1-c1ccc(O)cc1
 : 0.5% | 11
- CN(C)CCCNC(=O)c1ccc(CN(c2ccccc2)S(C)(=O)=O)cc1
 : -3.0% | nt
- Cc1cnc(NC(=O)CSc2nc3ccccc3s2)s1
 : 1.1% | 5
- CC(=O)N1CCc2cc(S(=O)(=O)NC(C(=O)NC3CCCc4ccccc43)C(C)C)ccc21 (stereo not given)
 : -2.6% | -8
- Cc1cccc(C)c1OCCNC(=O)CCC(=O)c1ccccc1
 : 0.2% | 4
- Cc1cc(C)n2nc(C(F)(F)F)c(-c3ccccc3)c2n1
 : 0.8% | 2
- CC(=O)N1N=C(c2ccncc2)OC12CCCCC2
 : 0.7% | 97
- CCOc1ccccc1-c1nnc(SCC(=O)NC2CC3CCC2C3)n1CC (stereo not given)
 : 0.9% | -6
- O=C(CNC(=O)c1ccccc1F)NCCOc1ccccc1Cl
 : 3.5% | -9
- CCOC(=O)C1=C(C)Nc2ccccc2N=C1NC(=O)c1ccc(Cl)c(S(=O)(=O)N2CCCC2)c1
 : 3.7% | 23
- Cc1ccc(C(C(=O)NC2CCCCC2)N2CCN(C(=O)c3ccco3)CC2)cc1 (stereo not given)
 : -1.7% | nt
- Cc1cc(C)cc(NC(=O)CSc2ccc(-c3cccs3)nn2)c1
 : 0.1% | 8
- O=S(=O)(Nc1nc(SCc2ccc(Cl)cc2)n[nH]1)c1ccc(F)cc1
 : -1.1% | 11
- OCCNc1nc2ccccc2n1CC(O)c1ccccc1 (stereo not given)
 : 0.3% | -11
- CCOC(=O)C(C)/C(C)=N/NC(N)=S (stereo not given)
 : -3.6% | -11
- CC(=O)Nc1nc(-c2ccccc2)nc(-c2ccccc2OC(C)=O)n1
 : -0.5% | nt
- O=C(Cn1[nH]c(=O)c2ccccc2c1=O)Nc1cccnc1
 : 5.8% | -11
- CN(C)c1ccc(C2N(c3ccc(F)cc3)C(=O)C3CCCN32)cc1 (stereo not given)
 : 4.5% | 6
- CC(C)CCN1CCN(Cc2ccon2)CC1CCO (stereo not given)
 : 1.1% | 0
- O=c1[nH]c(N/N=C/c2ccc(O)cc2)nc2ccccc12
 : 3.5% | nt
- O=C(Nc1cccc2ccccc12)NC1CCS(=O)(=O)C1 (stereo not given)
 : -4.1% | nt
- CC(C)CCN1CCN(C/C=C/c2ccco2)CC1CCO (stereo not given)
 : 5.1% | nt
- COC(=O)/C=C1\C(=O)N(c2nc3ccccc3s2)C(=S)N1c1ccc(F)cc1
 : 5.6% | nt
- Cc1nc2cc(NC(=O)N3CCCCC3)ccc2n1C
 : -0.4% | nt
- Cc1sc2nc3n(c(=O)c2c1C)NC(=O)CC3
 : 0.6% | 1
- O=C(O)c1ccc2c(c1)C(=O)N(c1ncccn1)C2=O
 : 0.2% | nt
- Cc1ccc(C(=O)N/N=C2\CCc3ccccc32)c(C)c1
 : 2.9% | nt
- COc1ccc(/C=N/NC(=S)Nc2ccccc2)cc1COc1ccc(Br)cc1
 : -0.1% | 4
- COc1cc(COc2ccc3c(C)c(Cc4ccccc4)c(=O)oc3c2C)cc(OC)c1OC
 : -2.4% | nt
- Cc1ccc2cc3cc(C(=O)N4CCCCCC4)oc3nc2c1
 : nt | 4
- CC(=O)c1c(N=CN(C)C)nc(C)nc1-c1ccccc1
 : nt | -3
- O=C(NCc1ccccc1)c1ccc(Br)o1
 : -2.5% | nt
- CCc1nccn1S(=O)(=O)c1cc(C)c(OC)cc1C
 : 7.1% | 3
- CCCOc1ccc(C(=O)OCC(=O)c2c(N)n(C)c(=O)n(C)c2=O)cc1OCC
 : 0.5% | nt
- CCOc1ccccc1NC(=O)Cn1c(=O)sc2ccccc21
 : -3.9% | 3
- CN(C)c1nc2ccccc2n(C)c1=O
 : 0.8% | 9
- CC(C(=O)c1ccc(Br)cc1)[n+]1cccc(NC(=O)c2ccccc2)c1 (stereo not given)
 : -11% | nt
- CCOc1cccc2sc(N(CCN(CC)CC)C(=O)c3cccc([N+](=O)[O-])c3)nc12
 : 1.8% | -13
- COc1ccc(CCNC(=O)c2sc(=S)n(C)c2N)cc1
 : 2.0% | nt
- COC(=O)c1ccc(NC(=O)Nc2ccccc2F)cc1
 : 1.2% | -7
- Cc1noc(C)c1COc1ccc(C(=O)Nc2ccccc2)cc1
 : -3.5% | -15

Next part
Every second line gives: GlmU inhibition | Mtb RmlCD inh
- COC(=O)c1ccc(CSc2nnc3sc4ccccc4n23)o1
 : 3.0% | 9
- CC(=O)OC(C(=O)NCc1ccco1)c1cccnc1 (stereo not given)
 : 0.8% | -9
- COc1ccccc1N1CCN(CCCCCCOc2ccc(F)cc2)CC1
 : -0.5% | nt
- Cc1ccccc1OCc1nc2ccccc2c(=O)n1N
 : -4.6% | 4
- CCN(CC)C(=O)CSc1nc(O)cc(=O)n1-c1ccccc1OC
 : 3.1% | nt
- CCCn1c(=O)c2ccccc2n2c(SCC(=O)/C(C#N)=C(\C)N)nnc12
 : 3.0% | nt
- CCOC(=O)N1CCN(C(=O)C(NS(=O)(=O)c2cccc3nsnc23)c2ccccc2)CC1 (stereo not given)
 : 2.7% | nt
- CC1c2nc3ccccc3n2C(CC(=O)NC2CC2)C(=O)N1Cc1ccccc1 (stereo not given)
 : 5.1% | -6
- Cn1c(=O)c(Nc2ccc(O)cc2)c2c3c(cccc31)C(=O)c1ccccc1-2
 : 9.3% | 0
- C=CCOC(=O)C1=C(C)NC(C)=C(C(=O)OCC=C)C1c1ccc(C)o1
 : 3.4% | -11

The list goes on (5 carried over from the part before).
Every second line gives: GlmU inhibition | Mtb RmlCD inh
- CCCn1c(=O)c2ccccc2n2c(SCC(=O)/C(C#N)=C(\C)N)nnc12
 : 3.0% | nt
- CCOC(=O)N1CCN(C(=O)C(NS(=O)(=O)c2cccc3nsnc23)c2ccccc2)CC1 (stereo not given)
 : 2.7% | nt
- CC1c2nc3ccccc3n2C(CC(=O)NC2CC2)C(=O)N1Cc1ccccc1 (stereo not given)
 : 5.1% | -6
- Cn1c(=O)c(Nc2ccc(O)cc2)c2c3c(cccc31)C(=O)c1ccccc1-2
 : 9.3% | 0
- C=CCOC(=O)C1=C(C)NC(C)=C(C(=O)OCC=C)C1c1ccc(C)o1
 : 3.4% | -11
- C/C(=N\OC(=O)c1ccc(Cl)cc1)c1sc(-c2ccccc2)nc1C
 : -5.2% | 1
- C=CCNc1nc(SCC=C)nc2ccsc12
 : nt | -4
- C=CCOC(=O)C1=C[C@H](c2csc3ccccc23)C[C@H](OCc2ccc(CO)cc2)O1
 : -1.3% | nt
- C/C=C/C=N/NC(=O)CN(c1ccc(Br)cc1)S(=O)(=O)c1ccccc1
 : 2.9% | nt
- CCCNC(=O)NC(=O)CSc1ncc(C(F)(F)F)cc1Cl
 : 6.0% | nt
- Fc1ccccc1NC(=S)N(CCN1CCCCC1)Cc1ccco1
 : 4.7% | 4
- CC1(C)Cc2ccccc2C(/C(=N\Nc2cccc(Cl)c2)C(N)=O)=N1
 : 1.1% | -7
- CCN(CC)S(=O)(=O)c1ccc(C)c(NC(=O)CSc2nc3ccccc3[nH]2)c1
 : -4.1% | 7
- COc1cc(/C=C2\SC(=S)NC2=O)ccc1OS(=O)(=O)c1ccccc1
 : 9.0% | 23
- Nc1c(C(=O)NCC2CCCO2)c2nc3ccccc3nc2n1-c1ccccc1 (stereo not given)
 : -2.0% | 2
- CC(=O)O[C@]1(C(C)=O)CC[C@H]2[C@@H]3C=C(Cl)C4=CC(=O)CC[C@]4(C)[C@H]3CC[C@@]21C
 : 4.0% | nt
- COC(=O)c1c(C)nc(C)c2c(=O)oc3ccccc3c12
 : -0.7% | -13
- CCc1nnc(NC(=O)c2cccnc2)s1
 : -3.3% | 2
- CC(=O)SC1CC(=O)N(c2ccc(C(C)(C)C)cc2)C1=O (stereo not given)
 : -6.4% | 6
- CCCn1nc(CC(=O)OCC)c2ccccc2c1=O
 : 4.2% | 31
- CC(NC(=O)CSc1nc(=O)cc(N)n1-c1ccccc1)c1ccccc1 (stereo not given)
 : 1.0% | -12
- O=C(Nc1ccc2c(c1)C(=O)N(c1ccccc1)C2=O)c1cccs1
 : -3.5% | 1
- C[C@H]1C=C(C(=O)O)O[C@@H](OCc2ccc(CO)cc2)C1
 : 1.4% | nt
- O=C(COC(=O)c1ccc(F)cc1F)NC1CC1
 : -2.3% | -10
- C/C(Cc1ccccc1)=N\NC(=O)CCCCCC(=O)N/N=C(\C)Cc1ccccc1
 : 1.6% | 9
- CN(C)S(=O)(=O)c1cccc(NS(=O)(=O)c2ccc(Cl)s2)c1
 : 4.3% | 7
- O=C(COC(=O)c1ccccn1)NC12CC3CC(CC(C3)C1)C2
 : 3.6% | nt
- N/C(=N\NC(=O)c1sccc1OCc1ccc(Cl)cc1Cl)c1ccccn1
 : -0.1% | nt
- N=c1c2c(-c3ccccc3)c(-c3ccccc3)n(Cc3ccco3)c2ncn1CCCn1ccnc1
 : -8.8% | -5
- CCN(CC)c1nc(N)c2c(N)n(-c3ccccc3C)c(=S)c(C#N)c2c1C#N
 : -1.2% | -2
- CC(C)OP(=O)(c1ccc(N(C)C)cc1)C(O)c1ccccc1F (stereo not given)
 : 0.8% | 1
- CC(=O)NC(Cc1ccccc1)C(=O)NC1CCN(c2ncccc2[N+](=O)[O-])CC1 (stereo not given)
 : 0.0% | -17
- Cc1ccccc1NC(=O)/C(C#N)=C/c1ccccc1C(F)(F)F
 : 0.3% | -12
- CCn1c(/C=C/Nc2ccccc2)[n+](CC)c2ccc(Cl)cc21
 : -1.4% | 5
- COc1cccc(-c2nnc(N)o2)c1
 : -3.4% | -8
- O=C(/C=C/c1ccccc1)N(c1ccccn1)C1CCCCC1
 : 3.5% | -11
- CO[C@H]1C=CO[C@@]2(C)Oc3c(C)c(O)c4c(O)c(c(C=NN5CCN(C)CC5)c(O)c4c3C2=O)NC(=O)C(C)=CC=C[C@H](C)[C@H](O)[C@@H](C)[C@@H](O)[C@@H](C)[C@H](OC(C)=O)[C@@H]1C
 : 1.6% | nt
- CCn1c2ccccc2c2cc(NC(=O)CCCN3C(=O)CCC3=O)ccc21
 : -1.4% | 4
- Nc1ccccc1C(=O)NNc1ncc(C(F)(F)F)cc1Cl
 : -4.8% | 13
- N=C1C(c2ccccc2)=C(O)CN1NC(=O)c1ccc(Cl)cc1
 : -2.4% | 4
- CCOc1ccc(C(C)=O)cc1NC(=O)/C=C\C(=O)O
 : 0.8% | -10
- Cc1ccc(SCC(=O)Nc2cccc(C)c2)cc1
 : -3.2% | 2
- CCOCCCNC(=O)C(NC(=O)c1ccc(=O)[nH]c1)c1ccc(Cl)cc1 (stereo not given)
 : 3.0% | -7
- NC(=O)C1CCN(c2oc(-c3ccccc3F)nc2S(=O)(=O)c2ccc(Cl)cc2)CC1
 : 3.4% | 2
- COc1ccc(C2CC(c3ccc4ccccc4c3)=NN2C(=O)CN2C(=O)CCC2=O)cc1 (stereo not given)
 : -1.4% | 4
- Cc1ccc(S(=O)(=O)c2c(C)cc(C)nc2Cl)cc1
 : -2.9% | -4
- O=c1[nH]c(C2CCCN(S(=O)(=O)c3ccccc3)C2)nc2c1nnn2Cc1ccccc1F (stereo not given)
 : 2.2% | 9
- Cc1occc1-c1nnc(SCC(=O)c2ccc(F)cc2)o1
 : 0.3% | nt
- O=C(NC1CCCCC1)NC1CCN(S(=O)(=O)c2ccc3c(c2)OCCO3)CC1
 : -2.3% | -4
- Cc1c(C(=O)OCC(C)C)[nH]c2c1C(=O)CC(c1cccs1)C2 (stereo not given)
 : -0.3% | nt
- COc1ccc2[nH]c(=O)c(CN(C3CCCCC3)C(c3nnnn3Cc3ccco3)C(C)C)cc2c1 (stereo not given)
 : nt | 9
- O=S1(=O)N=C(N/N=C/c2ccccn2)c2ccccc21
 : -1.4% | -4
- O=S(=O)(c1cccc(S(=O)(=O)N2CCN(c3ncccn3)CC2)c1)N1CCOCC1
 : -0.3% | 2
- Cc1noc(C)c1COc1ccc(C(=O)OCC(=O)N2CC(=O)Nc3ccccc32)cc1
 : 0.4% | 10
- Cc1ccc(/C=C2\CC(C)CC3=C2NC(=S)NC3c2ccc(C)cc2)cc1 (stereo not given)
 : 2.9% | nt

Following part:
Every second line gives: GlmU inhibition | Mtb RmlCD inh
- Cc1ccccc1-c1nc(CN2CCCC(C(=O)NCc3cccnc3)C2)c(C)o1 (stereo not given)
 : 4.0% | 30
- CCS(=O)(=O)c1ccc2oc(SCC(=O)c3ccco3)nc2c1
 : -1.6% | 42
- COc1ccc2nc(NC(=O)CSc3nc(C)cc(C)n3)sc2c1
 : -2.9% | -8
- O=C(CC1CCCCC1)NCc1cn2ccsc2n1
 : -1.2% | 12
- Cc1ccc2cc(CN(Cc3ccco3)C(=O)c3ccccc3)c(=O)[nH]c2c1C
 : 1.9% | 4
- CCC(=O)N(CCC(c1ccc(C)cc1)c1ccco1)Cc1ccco1 (stereo not given)
 : -1.5% | 7
- Cc1cc(C)n(-c2ncnc3ccccc23)n1
 : 5.6% | nt
- Cc1cc[n+](CC(=O)c2ccc(NC(=O)c3ccccc3)cc2)cc1
 : 2.4% | 15

An excerpt. The share of hits here may be higher or lower than overall.
